Rad51 HR inh – Rad51 (human) homologous recombination inhibition. inhibition, % at 10 µM. actives 0.085% (n = 200,000). hRad51 DNA strand exchange, fluorescence dequenching. AID 1385. Q06609;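 active means inhibition above 40% at the single screening dose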;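 further: 0% = DMSO control wells and 100% = blanks with heterologous ssDNA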
Target sequence (Q06609 whole entry, looked up): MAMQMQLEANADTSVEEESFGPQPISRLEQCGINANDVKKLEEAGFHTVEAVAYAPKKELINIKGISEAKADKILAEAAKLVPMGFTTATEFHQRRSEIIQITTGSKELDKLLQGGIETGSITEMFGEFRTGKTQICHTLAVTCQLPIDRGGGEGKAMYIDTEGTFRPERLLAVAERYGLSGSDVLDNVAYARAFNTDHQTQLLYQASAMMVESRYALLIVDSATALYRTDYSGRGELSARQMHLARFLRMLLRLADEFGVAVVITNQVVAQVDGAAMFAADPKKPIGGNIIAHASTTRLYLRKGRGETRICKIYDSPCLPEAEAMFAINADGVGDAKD
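Test system: preformed human Rad51 ssDNA filaments; also added: Donor/quencher-labelled 47-bp dsDNA substrate; doses: 10 µM final, single point; times: 37 °C 15-min filament assembly, 30-min compound preincubation, 15-min exchange; detection: FRET fluorescence dequenching, excitation 485 nm, emission 520 nm; read-out basis: Fluorescence-based percent inhibition, control- and blank-normalised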
14-3-3 Bad PPI – disrupts binding of bovine 14-3-3 zeta to phospho-Bad peptide | AID 781 | P63103 | TR-FRET 14-3-3zeta/Dy647-pBad peptide displacement, 1 h | actives 0.71% (n = 220,000) | inhibition, % at 21.7 µM;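 active means inhibition above about 70%, limit read from the data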;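 further: 0% = full 14-3-3 plus peptide FRET controls and 100% = background without 14-3-3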
Target sequence (P63103 whole entry, looked up): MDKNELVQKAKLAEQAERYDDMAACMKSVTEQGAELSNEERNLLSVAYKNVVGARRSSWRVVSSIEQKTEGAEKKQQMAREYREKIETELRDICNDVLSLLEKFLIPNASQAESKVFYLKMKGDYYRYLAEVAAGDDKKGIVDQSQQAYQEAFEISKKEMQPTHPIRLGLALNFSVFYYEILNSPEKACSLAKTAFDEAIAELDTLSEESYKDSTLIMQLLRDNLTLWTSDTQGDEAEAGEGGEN
EBV gp42 inh – EBV gp42 inhibition. actives 0.42% (n = 220,000). inhibition, % (tested at 21.74 µM). Fluorescence polarization binding assay, mP read-out. AID 1085; in the data active means inhibition above about 50%
Target sequence (Q1HVG2 whole entry, looked up): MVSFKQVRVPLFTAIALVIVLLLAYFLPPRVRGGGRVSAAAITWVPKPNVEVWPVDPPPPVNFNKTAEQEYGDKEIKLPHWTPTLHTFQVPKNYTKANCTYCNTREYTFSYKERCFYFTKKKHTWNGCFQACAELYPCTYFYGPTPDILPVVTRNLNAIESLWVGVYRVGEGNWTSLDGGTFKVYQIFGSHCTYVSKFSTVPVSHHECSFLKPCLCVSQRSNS
eIF4E-4G inh – inhibitors of eIF4E and eIF4G interaction in translation initiation. P63073+Q04637. TR-FRET eIF4E-eIF4GI(517-606) binding, 2 h. inhibition, % at 21.7 µM. actives 0.37% (n = 220,000);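 further: 0% = full FRET control wells and 100% = background wells lacking eIF4GI fragment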
KCC2 mod – modulators of human KCC2 chloride dependent transport | B-score of Tl+ flux slope (higher = more flux/activation; lower = inhibition) at 10 µM | Q9H2X9 | actives 2.2% (n = 190,000) | KCC2 cells, thallium flux FluoZin-2 fluorescence;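 active means thallium flux slope and its plate-corrected score both differing from the plate sample mean at a set confidence after two filtering rounds, in either direction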;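 further: slope of fluorescence scaled to starting intensity during 10 to 20 s after thallium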
NCF1 inh – inhibitors of human p47phox binding. P14598. p47phox/p22phox peptide binding, fluorescence polarization, 2 h. inhibition, % at 24.7 µM. actives 0.53% (n = 220,000). AID 1274;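 further: 0% = p47phox with labelled peptide and 100% = labelled peptide alone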
KLK5 inh – kallikrein 5 (human) inhibition; Q9Y337; recombinant hK5, fluorogenic AMC substrate cleavage; inhibition, % at 5 µM; actives 0.59% (n = 210,000);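 active means inhibition of 40% or more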;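 further: 0% = enzyme controls without compound and 100% = no-enzyme blanks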
Target sequence (Q9Y337 67-293 limits assumed): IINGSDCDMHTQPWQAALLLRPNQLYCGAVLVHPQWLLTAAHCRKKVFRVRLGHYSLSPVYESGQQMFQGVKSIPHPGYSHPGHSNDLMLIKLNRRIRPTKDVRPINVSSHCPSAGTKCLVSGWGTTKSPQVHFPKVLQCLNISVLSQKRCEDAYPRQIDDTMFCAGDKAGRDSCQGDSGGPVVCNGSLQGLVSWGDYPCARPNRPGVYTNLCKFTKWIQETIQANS
Furin inhibitor – inhibitors of human furin; actives 0.061% (n = 220,000); purified furin, fluorogenic substrate cleavage; P09958; AID 463115; inhibition, % at 30 µM; in the data active means inhibition above about 25%; further: inactives centre near -15
thrombin 1536 – blocks human thrombin protease activity. P00734. alpha-thrombin, Boc-VPR-AMC fluorogenic substrate cleavage. inhibition, % at 5 µM. actives 0.26% (n = 220,000). AID 1046;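 active means inhibition at or above 40%; inactive means inhibition below 40%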;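 further: 0% = enzyme with no compound and 100% = wells without enzyme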
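Material: human alpha-thrombin protein. Incubation: reaction at ambient temperature. Technique: fluorescence of released AMC, ex 355 nm, em 460 nm. Control set: no-compound enzyme wells and no-enzyme blanks. Also added: Boc-VPR-AMC substrate, 15 µM final. Buffer or medium: pH 7.5 Tris (50 mM) with NaCl 150 mM, Tween 20 0.05%.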
* marks the source's active call; other numbers are inactive results; · = no result given; [ ] = dose if it differs, or a comment.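 How the source made its calls, unless noted: active means inhibition above about 30% (limit read from the data); inactive means the rest.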

SMILES	Rad51 HR inh	14-3-3 Bad PPI	EBV gp42 inh	eIF4E-4G inh	KCC2 mod	NCF1 inh	KLK5 inh	Furin inhibitor	thrombin 1536
CN(C)CC1CCCCC1OC(=O)c1ccc(Cl)c(Cl)c1 (configuration not stated)	8.7	-3.1	-11.9	0.5	0.591	4.8	-5.6	-19.7	-8.9
Cc1oc(-c2ccc(F)cc2F)nc1CN1C[C@@H]2C[C@@H](C1)c1cccc(=O)n1C2	-19.6	-6.5	5.2	0.9	-0.152	-0.9	·	-20.5	-9.4
NNCc1cccc(O)c1	-2.9	-1.1	-10.4	-17.2	-0.0013	-2.1	-0.5	-25.9	-0.8
CCCCCCn1c(=O)c(C(=O)Nc2c(C)n(C)n(-c3ccccc3)c2=O)c(O)c2ccccc21	21.9	-30.0	-2.0	-3.6	-2.34	-7.6	2.3	-24.6	0.2
C=C(C=O)C[C@@H]1C[C@H](O)C2OC3C[C@]4(C)OC5/C=C\CC6OC7C(CC=CCC6OC5CCCC4OC3CC2O1)OC1CC2OC3CC(=O)OC3C[C@@H](C)C[C@@]2(C)OC1C[C@@H]7C (some centres not stated)	7.7	-2.0	2.1	-3.0	-1.73	-8.6	-0.8	-28.9	-2.3
O=C1NC(=S)N(C2CC2)C(=O)/C1=C/c1ccc2c(c1)CCN2CCCCl	-28.0	15.5	17.2	16.9[fluorescence artefact?]	-1.12	-17.8	20.6	-10.2	25.2
CCn1c(=O)cc(OCC(=O)N2CCC3(CC2)OCCO3)c2ccccc21	-6.3	-4.5	-10.2	1.9	0.507	-3.5	-20.3	6.7	3.6
CC(Cc1ccccc1)[n+]1cc(/N=C(\[O-])N(C)C)on1 (configuration not stated)	·	85.5*	-1.8	-2.7	·	5.9	-0.2	-11.0	-4.6
Cc1ccnc(-n2c(C)cc(/C=C3\C(=O)NC(=S)N(C)C3=O)c2C)c1	-4.2	8.3[fluorescence artefact?]	-3.8	-5.3	0.029	-35.0	-4.9	7.6	17.1
Cc1cc(Cl)ccc1OC(C)C(=O)O (configuration not stated)	0.7	0.5	-10.8	-1.1	-0.307	-4.5	-10.2	-36.4	2.3

In a second layout: three of the compounds above.
smiles,Rad51 HR inh,14-3-3 Bad PPI,EBV gp42 inh,eIF4E-4G inh,KCC2 mod,NCF1 inh,KLK5 inh,Furin inhibitor,thrombin 1536
CC(Cc1ccccc1)[n+]1cc(/N=C(\[O-])N(C)C)on1 (configuration not stated),·,85.5*,-1.8,-2.7,·,5.9,-0.2,-11.0,-4.6
NNCc1cccc(O)c1,-2.9,-1.1,-10.4,-17.2,-0.0013,-2.1,-0.5,-25.9,-0.8
Cc1cc(Cl)ccc1OC(C)C(=O)O (configuration not stated),0.7,0.5,-10.8,-1.1,-0.307,-4.5,-10.2,-36.4,2.3

Going on with the list:
SMILES	Rad51 HR inh	14-3-3 Bad PPI	EBV gp42 inh	eIF4E-4G inh	KCC2 mod	NCF1 inh	KLK5 inh	Furin inhibitor	thrombin 1536
CN1C(=O)N(C)C(=O)C2(Sc3ccccc3C2=O)C1=O	6.1	4.0[fluorescence artefact?]	-8.4	23.2	-0.0622	-96.7	-16.1	-20.9	-1.1
O=C1NC(=O)N(CCc2ccc(F)cc2)C(=O)/C1=C/c1ccco1	-2.6	20.1	-1.8	18.1	0.121	-37.9	-5.2	-20.0	2.2
N#Cc1ccc(Cn2cc(C(=O)c3ccco3)c3ccccc32)cc1	-1.5	1.1	-13.3	1.4	-0.699	-6.3	-2.3	-18.5[20 µM]	-0.7
CCOP(=O)(OCC)C(NS(=O)(=O)c1ccccc1)C(Cl)(Cl)Cl (configuration not stated)	-0.4	-9.2	-18.4	1.6	1.86	-1.1	-1.6	-29.1	-0.9
S=c1[nH]c2ccccc2[nH]1	-0.7	-6.8	-8.3	1.1	1.28	-3.6	-3.3	-27.5	1.7
C=C1C2C[C@H](O)C(C)(C)[C@@]2(O)[C@H](O)C[C@]23C[C@@](C)(O)[C@H](CC[C@H]12)[C@H]3OC(C)=O (some centres not stated)	-1.3	92.9*[fluorescence artefact?]	-7.6	2.1	-1.19	-3.4	-7.3	-14.5	-0.4
C[N+]1(CC(COCc2ccccc2)OC(=O)Cc2ccccc2)CCOCC1 (configuration not stated)	·	41.8	-73.7	-5.7	-0.805	-6.1	1.3	-4.6	0.2
Cc1ccc(-n2c(O)c(/C=N/NC(=O)c3ccncc3)c(=O)[nH]c2=O)cc1C	10.5	-5.1	-12.7	8.5[fluorescence artefact?]	0.456	-6.2	-60.9	3.1	-2.5
CCCc1nc2ccccc2c(=O)n1-c1cccc(OC)c1	-0.3	-3.7	-15.4	-2.9	-0.215	-195.3	-10.7	-21.5	-1.2
COc1ccc2c(c1)CC1(CN2C)C(=O)NC(=O)N(c2ccc(C)cc2)C1=O (configuration not stated)	-9.7	-3.8	4.3	0.9	-0.0183	-4.8	-6.8	-16.7	1.3
O=c1c2ccccc2nc(CNc2ccccc2)n1-c1ccccc1	-11.3	0.2	-19.8	1.9	-0.0172	-20.2	2.0	-13.2	-3.8
CNC(=O)O/N=C(\N)Cc1csc2ccc(Cl)cc12	-2.2	-0.1	-9.4	-2.8	0.207	-1.4	5.6	-20.3	1.8
O=C(NCCCN1CCOCC1)C(Cl)(Cl)Cl	-3.0	-23.1	-11.9	-3.3	-0.21	-4.6	-24.9	-3.3	-11.5
CN(C)C(=O)Oc1ccc(Br)c2ccccc12	9.4	-4.6	-5.0	0.2	-2.27	6.9	-4.1	-14.1	-2.5
c1cncc(CNC2CCCC2)c1	1.6	13.8	-17.7	3.5	-0.149	6.4	1.9	-31.3	-17.2
CC(C)(C)OC(=O)c1c(N)n(Cc2ccco2)c2nc3ccccc3nc12	-37.9	-1.2	-10.2	0.6	-0.805	-29.6	-182.2	-9.4[20 µM]	-3.4
CCCCNC(=O)c1c(N)n(Cc2ccc3c(c2)OCO3)c2nc3ccccc3nc12	-1.4	0.8	-1.4	4.0	0.454	-159.8	-0.2	-41.0[20 µM]	-20.5
CN(C=O)CP(=O)(O)CN(C)C=O	2.9	-0.6	-13.7	-6.8	0.223	4.4	-31.4	-19.4	5.4
CCOP(=S)(OCC)SCC(=O)NC(C(=O)O)C(C)C (configuration not stated)	4.2	-3.3	7.0	0.8	0.57	-5.3	-4.6	-23.2[20 µM]	-0.2
COc1ccc(C(Nc2ccccc2)P(=O)(Oc2ccccc2)Oc2ccccc2)cc1 (configuration not stated)	6.6	10.2	-16.9	17.4	0.389	-12.6	-11.5	-2.2	-4.0
Nc1ccncc1Cl	0.1	2.7	-14.5	1.3	0.0859	-0.7	41.3*	-1.3	15.8
COc1ccc2nc3oc(C(=O)N4CCC5(CC4)OCCO5)cc3cc2c1	1.9	5.2	-2.9	1.2	-0.118	-14.4	2.7	-9.9	-3.1
O=c1c2ccccc2nc(CSc2ncnc3nc[nH]c23)n1-c1ccc(Cl)c(Cl)c1	5.5	2.4	-13.4	-2.9	·	4.8	-4.4	-20.8[20 µM]	-2.2
O=C1CC(=O)N(Cc2ccccc2)C(=O)N1CCCCCCN1C(=O)CC(=O)N(Cc2ccccc2)C1=O	-158.6	3.8	-77.7	-9.2	-0.306	-21.1	-0.5	-14.2	-4.4
N[C@@H](Cc1c[nH]c2ccccc12)c1nnc(SCc2ccc(Cl)cc2)o1	-2.0	15.4	-11.7	2.8	·	-7.6	13.8	-13.5	6.4
CCCCn1c(O)c(C(C)=Nc2ccc(OCC)cc2)c(=O)[nH]c1=O	2.3	-0.6	-6.3	8.3	·	-13.6	-14.5	-9.9	-5.6
COc1ccc(C2=CC(c3ccc(OC)c(OC)c3)c3c(c4ccccc4oc3=O)O2)cc1OC (configuration not stated)	-4.3	35.5	-16.4	-8.4	0.296	-43.9	1.5	-14.0	0.6
CC(=NCc1cccnc1)c1c(O)n(-c2ccccc2)c(=O)[nH]c1=O	-4.0	-2.6[fluorescence artefact?]	-4.9	-7.6[fluorescence artefact?]	0.418	-2.4	-1.1	-16.4[20 µM]	-0.3
Nc1c(C(=O)NCc2ccco2)c2nc3ccccc3nc2n1Cc1ccccc1	·	5.1	-3.5	1.6	-0.693	-44.5	-31.5	-15.7	-4.3
CCC(=NCC1CCCO1)c1c(O)[nH]c(=O)[nH]c1=O (configuration not stated)	0.3	9.2	-19.1	-0.2	·	-7.9	-2.0	-15.9	-3.5
O=C(CN1CCCCC1)c1ccccc1F	-10.4	2.6	7.7	-2.2	1.17	-0.3	-4.1	-19.9	0.6
CCn1cc(C(=O)N2CCOCC2)c2ccccc21	-13.9	-0.8	-8.1	3.7	-0.328	-15.8	2.8	-9.4	-2.0
CN(C)CCCN=Cc1c(O)n(Cc2ccco2)c(=O)[nH]c1=O	·	27.8	-6.5	4.0	-0.0761	-1.2	·	-26.2	-2.9
Cc1cc2ccccc2c(=O)n1CC(=O)NCC(=O)N1CCC2(CC1)OCCO2	-4.8	6.8	-15.5	8.1	·	11.3	-1.5	-17.9	-5.1
CCOc1ccc(NC(=O)c2ccc(NC(=O)COC(=O)Cc3ccccc3)cc2)cc1	·	13.5	-20.9	-1.8	0.048	-19.1	-7.3	-17.5	5.9
COCCNC(=O)c1c(N)n(CCC(C)C)c2nc3ccccc3nc12	7.5	-4.4	-2.0	2.0[fluorescence artefact?]	-0.78	-11.4	-161.7	-20.2[20 µM]	-5.6
O=C(C(Cc1ccccc1)NS(=O)(=O)c1ccc(F)cc1)N1CCC2(CC1)OCCO2 (configuration not stated)	-10.1	11.9	15.3	-0.9	0.0862	-83.8	-2.1	-5.3[20 µM]	-4.0
CCCCn1c(=O)c(C(=O)Nc2ccccc2)c(O)c2ccccc21	-3.5	-5.0	-11.9	-0.3	-0.0153	0.1	2.9	-24.7	-5.3
COC(=O)C(O)(c1c(C)[nH]n(-c2ccccc2)c1=O)C(F)(F)F (configuration not stated)	18.8	-4.4[fluorescence artefact?]	4.1	2.1[fluorescence artefact?]	·	-10.1	99.4*	-20.1	12.8
CCCCn1c(O)c(C(CC)=Nc2ccc(OC)cc2OC)c(=O)[nH]c1=O	-3.2	16.9	-4.6	20.3	-0.154	-1.7	-3.2	-6.3[20 µM]	-2.6
O=C1NC(=O)C(CCc2ccncc2)(CCc2ccncc2)C(=O)N1Cc1ccc(F)cc1	33.4	-13.3	-22.1	-4.0	-0.664	-9.3	0.3	-30.2	8.3
CCOC(=O)c1c(NS(=O)(=O)c2ccccc2)n(CCCOC)c2nc3ccccc3nc12	-9.1	6.3	15.4	9.7	0.147	-10.0	-21.0	4.5	-9.2

An excerpt of these results, with two lines to a compound.
Under each structure – Rad51 HR inh, 14-3-3 Bad PPI, EBV gp42 inh, eIF4E-4G inh, KCC2 mod, NCF1 inh, KLK5 inh, Furin inhibitor, thrombin 1536
COC(=O)C(O)(c1c(C)[nH]n(-c2ccccc2)c1=O)C(F)(F)F (configuration not stated)
→ 18.8, -4.4[fluorescence artefact?], 4.1, 2.1[fluorescence artefact?], ·, -10.1, 99.4*, -20.1, 12.8
CN(C)CCCN=Cc1c(O)n(Cc2ccco2)c(=O)[nH]c1=O
→ ·, 27.8, -6.5, 4.0, -0.0761, -1.2, ·, -26.2, -2.9
CCCCn1c(O)c(C(CC)=Nc2ccc(OC)cc2OC)c(=O)[nH]c1=O
→ -3.2, 16.9, -4.6, 20.3, -0.154, -1.7, -3.2, -6.3[20 µM], -2.6
CCOC(=O)c1c(NS(=O)(=O)c2ccccc2)n(CCCOC)c2nc3ccccc3nc12
→ -9.1, 6.3, 15.4, 9.7, 0.147, -10.0, -21.0, 4.5, -9.2

Compound activity deposited in PubChem by several laboratories.

The list is partial; the hit share may differ from the screen's.
